# Bioassay records: PubChem BioAssay, several laboratories
# zfTRPN1 agonist: zebrafish TRPN1 (NompC) channel agonism; HEK293 zebrafish TRPN1-YFP, Fluo-8 calcium fluorescence; 100% = response to 87 µM carbachol; activation, % at 3 µM; hit rate 0.18% among 220,000;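 active = activation above its plate's cutoff, the mean activation of test wells on that plate plus 3 SD, cut at about 19% in these data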;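 note: 0% = DMSO alone and 100% = 87 µM carbachol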
#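 Material: zebrafish TRPN1-YFP in HEK293 cells; Doses: single test compound dose, 3 µM nominal, 0.3% DMSO; Timing: dye loading 1 h at 37 °C, then 30 min room temperature; Technique: intracellular calcium fluorescence with Fluo-8; Benchmarks: high carbachol 87 µM, low DMSO alone.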
# m-calpain inh: inhibitors of pig calpain II; purified calpain II, fluorogenic peptide substrate, 30 min; inhibition, % at 16 µM; hit rate 0.37% among 220,000; AID 1236;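 active = inhibition above about 50%, limit read from the data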
# PPC-1+TRAIL kill: kills PPC-1 cancer cells in the presence of TRAIL; PPC-1 cells + TRAIL, ATPLite viability luminescence; cell killing (% activity), % at 4 µM; hit rate 0.41% among 220,000; AID 1443;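 active = cell killing above 50% in the first pass at 4 µM, then a duplicate retest at 5 µM averaging 50% or more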;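 note: plate controls were cells with TRAIL plus DMSO for no effect and medium-only wells lacking cells for full effect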
# Furin inhibitor: human furin inhibition | P09958 | purified furin, fluorogenic substrate cleavage | inhibition, % at 30 µM | hit rate 0.061% among 220,000 | AID 463115; in the data active = inhibition above about 25%; note: inactives centre near -15
# Target sequence (P09958 108-714 limits assumed): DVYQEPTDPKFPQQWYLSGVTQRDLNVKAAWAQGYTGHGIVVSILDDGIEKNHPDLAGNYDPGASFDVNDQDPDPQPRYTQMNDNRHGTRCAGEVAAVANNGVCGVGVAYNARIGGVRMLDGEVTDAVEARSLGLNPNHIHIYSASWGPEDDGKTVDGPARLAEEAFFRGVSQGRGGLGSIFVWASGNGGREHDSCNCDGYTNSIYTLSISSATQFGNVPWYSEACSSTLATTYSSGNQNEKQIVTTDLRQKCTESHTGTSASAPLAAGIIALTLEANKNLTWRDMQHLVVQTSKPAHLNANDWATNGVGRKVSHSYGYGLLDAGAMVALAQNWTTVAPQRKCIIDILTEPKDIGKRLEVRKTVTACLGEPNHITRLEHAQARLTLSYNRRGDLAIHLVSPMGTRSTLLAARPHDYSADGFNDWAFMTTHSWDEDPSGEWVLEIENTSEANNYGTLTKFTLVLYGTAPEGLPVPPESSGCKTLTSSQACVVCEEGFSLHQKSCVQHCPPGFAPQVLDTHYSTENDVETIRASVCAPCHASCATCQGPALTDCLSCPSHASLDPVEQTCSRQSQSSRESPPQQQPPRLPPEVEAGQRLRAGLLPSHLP
# TRPML3 agonist: activates the human TRPML3 channel; Q8TDD5; HEK293 TRPML3-YFP, Fluo-8 calcium fluorescence; 100% = the carbachol control signal; activation, % at 3 µM; hit rate 0.29% among 220,000; AID 1448;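 active = activation above its plate's cutoff, the mean activation of the plate's test wells plus 3 SD, cut at about 12% in these data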;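 note: 0% = DMSO only wells and 100% = carbachol wells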
#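 Material: HEK293 cells stably carrying human TRPML3-YFP; compound dosing: single dose, 3 µM final nominal compound, 0.3% DMSO final; incubation: 1-h 37 °C dye load, 5-s basal, 120-s post-compound reads; technique: Fluo-8 intracellular calcium fluorescence, excitation 470-495 nm, emission 515-575 nm; read-out basis: percent activation from peak-to-basal fluorescence ratio, scaled between DMSO and carbachol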
# Thrombin inh: blocks human thrombin protease activity; alpha-thrombin, Boc-VPR-AMC fluorogenic substrate cleavage; hit rate 0.26% among 220,000; P00734; AID 1046; inhibition, % at 5 µM;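 active = inhibition at or above 40%; inactive = inhibition below 40%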;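 note: 0% = enzyme with no compound and 100% = wells without enzyme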
#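 Test system: human alpha-thrombin; medium: pH 7.5 Tris-saline with Tween 20; times: reaction at room temperature; signal: AMC fluorescence at 355 nm excitation and 460 nm emission; also added: Boc-VPR-AMC substrate, 15 µM final; dosing: one concentration per compound, 5 µM, with 0.2% DMSO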
# Cl transport mod: KCC2 (human) Cl- transport modulation; Q9H2X9; KCC2 cells, thallium flux FluoZin-2 fluorescence; B-score of Tl+ flux slope (higher = more flux/activation; lower = inhibition) at 10 µM; hit rate 2.2% among 190,000;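 active = thallium flux slope and its plate-corrected score both differing from the plate sample mean at a set confidence after two filtering rounds, in either direction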;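 note: slope of fluorescence scaled to starting intensity during 10 to 20 s after thallium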
# TbHK1 inh: blocks Trypanosoma brucei hexokinase 1 activity; hit rate 0.11% among 220,000; inhibition, % at 10 µM; recombinant TbHK1, G6PDH-coupled NADH A340;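 active = inhibition of 50% or more in the single-dose primary screen; inactive = inhibition below 50%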
# EBV gp42 block: blocks Epstein-Barr virus glycoprotein 42 binding; Fluorescence polarization binding assay, mP read-out; inhibition, % (tested at 21.74 µM); hit rate 0.42% among 220,000; in the data active = inhibition above about 50%
# Target sequence (Q1HVG2 whole entry, looked up): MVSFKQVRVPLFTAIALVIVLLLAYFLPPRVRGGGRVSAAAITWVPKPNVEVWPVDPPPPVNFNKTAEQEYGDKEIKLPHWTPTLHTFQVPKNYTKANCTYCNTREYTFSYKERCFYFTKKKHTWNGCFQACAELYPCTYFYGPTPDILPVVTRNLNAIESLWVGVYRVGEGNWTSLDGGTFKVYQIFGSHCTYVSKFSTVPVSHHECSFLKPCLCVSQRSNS
# An asterisk follows results filed as active; i = inactive; . = not tested or not shown; [ ] = another dose, or the depositor's remark.
1: CCc1ccc(NC(=O)CSc2nnc(Cc3cccn3C)n2-c2ccc(F)cc2)cc1
2: CCOc1ccc(C2C3=C(CCCC3=O)Nc3ccc4ncccc4c32)cc1 (stereo not drawn)
3: Cc1nnc(Nc2ccccc2)n(N)c1=O
4: CCn1ncc(C2=NOC(C(=O)Nc3ccc(C)cc3)C2)c1C (stereo not drawn)
5: N#C/C(C(=O)NCc1ccco1)=C1/SC(Cc2ccc(Cl)cc2)C(=O)N1c1ccccc1 (stereo not drawn)
6: COc1ccccc1OCCn1cc(/C=C(\C#N)C(=O)NCc2ccco2)c2ccccc21

entry no.,1,2,3,4,5,6
zfTRPN1 agonist,1.7,-2.0,0.6,1.5,-0.1,-0.3
m-calpain inh,27,6,3,11,-22,-221
PPC-1+TRAIL kill,-12,-6,3,20,21,2
Furin inhibitor,-18,-4,-12[20 µM],-32[20 µM],-9[20 µM],-7
TRPML3 agonist,0.0,-0.7,0.3,1.6,1.4,0.3
Thrombin inh,-9,1,-12,1,8,-3
Cl transport mod,-0.27,-1,0.0044,0.022,-0.97,-0.042
TbHK1 inh,2,-21,-12,-2,-6,30
EBV gp42 block,7,4,-8,-4,-28,-15

7: CCn1c(COc2ccccc2C)nnc1SCC(=O)N1CCCCC1
8: O=C(Nc1ccc(S(=O)(=O)N2CCOCC2)cc1)c1ccc(Cl)s1
9: CC(C)(C)C1CCC(=O)C(C2(O)C(=O)Nc3ccccc32)C1 (stereo not drawn)
10: Cc1c(C2OC(=O)C3(CCCCC3)C(=O)C2(C)C)c(=O)n(-c2ccccc2)n1C (stereo not drawn)
11: CCOC(=O)c1c(NC(=O)C(Sc2ccccc2)c2ccccc2)sc(C(=O)N(C)C)c1C (stereo not drawn)
12: O=C(CCC1CCCN(Cc2ccncc2)C1)NCc1ccc(F)c(F)c1 (stereo not drawn)

entry no.,7,8,9,10,11,12
zfTRPN1 agonist,0.7,1.9,-0.4,-0.7,-1.5,-0.7
m-calpain inh,-18,-28,-1,8,28,-12
PPC-1+TRAIL kill,29,10,-8,1,31,0
Furin inhibitor,-15,-27,0[20 µM],-6,9,-10
TRPML3 agonist,0.4,0.9,0.5,0.1,0.4,0.7
Thrombin inh,13,-17,-12,4,5,1
Cl transport mod,0.2,1.5,0.023,0.51,-0.34,-0.075
TbHK1 inh,3,-5,8,6,22,-1
EBV gp42 block,3,2,-23,-24,7,0

13: COc1ccc(N2CCN(CCNC(=O)c3ccc(NC(=O)C4CCCO4)cc3)CC2)cc1 (stereo not drawn)
14: CC1Cc2ccccc2N1C(=O)COC(=O)c1ccc(S(=O)(=O)N(C)C)cc1 (stereo not drawn)
15: CCOC(=O)N/N=C\c1ccc([N+](=O)[O-])o1
16: CCN1CCN(C(=O)CCCn2c(C)c3cnn(-c4ccccc4)c(=O)c3c2C)CC1
17: CC(=O)n1cc([C@@H]2C=C(C(=O)NCc3ccccc3)O[C@H](OCc3ccc(CO)cc3)C2)c2ccccc21
18: O=C(CSCc1ccc(F)cc1)Nc1ccccc1C(=O)N1CCOCC1

entry no.,13,14,15,16,17,18
zfTRPN1 agonist,0.2,1.8,0.0,1.1,.,-0.3
m-calpain inh,-24,13,15,-2,-12,4
PPC-1+TRAIL kill,27,-3,-12,9,-8,-1
Furin inhibitor,-30,-8,-22[20 µM],-57,-9,-17
TRPML3 agonist,1.2,0.2,1.0,0.8,.,-0.1
Thrombin inh,5,4,23,-2,-4,-5
Cl transport mod,-0.029,-1.2,1.5,0.19,-0.76,-0.83
TbHK1 inh,-2,2,-25,-13,-6,-1
EBV gp42 block,-12,-31,-2,-18,-39,-19

19: Cc1nnc(SCC(=O)Nc2sc3c(c2C(N)=O)CCCC3)[nH]c1=O
20: COc1ccccc1OCC(=O)NNC(=O)C(=O)N1CCCC1
21: CN1CSC2=C(C#N)C(c3cccc(OCc4ccccc4)c3)CC(=O)N2C1 (stereo not drawn)
22: CC(C)(C)c1ccc(S(=O)(=O)n2c(CN3CCOCC3)nc3ccccc32)cc1
23: COCc1cc(Sc2cccc(Cl)c2Cl)nc(-c2ccccc2)n1
24: Cc1cc(-c2cc(N)n(-c3ccccc3)n2)c(C)n1C1CCCC1

entry no.,19,20,21,22,23,24
zfTRPN1 agonist,-0.6,1.0,0.4,-0.4,1.6,0.8
m-calpain inh,-49,-9,-6,-7,16,-38
PPC-1+TRAIL kill,19,-11,10,-22,-5,16
Furin inhibitor,-12[20 µM],8,-7,-15[20 µM],-19,3
TRPML3 agonist,0.1,1.2,0.4,1.1,0.1,0.3
Thrombin inh,5,-2,-9,1,-5,5
Cl transport mod,-0.28,0.011,-0.9,0.64,0.11,-0.27
TbHK1 inh,-8,4,-2,-4,-3,3
EBV gp42 block,-13,-2,-17,-6,1,-3

# As a working copy, some entries already given.
19: Cc1nnc(SCC(=O)Nc2sc3c(c2C(N)=O)CCCC3)[nH]c1=O
20: COc1ccccc1OCC(=O)NNC(=O)C(=O)N1CCCC1
21: CN1CSC2=C(C#N)C(c3cccc(OCc4ccccc4)c3)CC(=O)N2C1 (stereo not drawn)

entry no.,19,20,21
zfTRPN1 agonist,-0.6,1.0,0.4
m-calpain inh,-49,-9,-6
PPC-1+TRAIL kill,19,-11,10
Furin inhibitor,-12[20 µM],8,-7
TRPML3 agonist,0.1,1.2,0.4
Thrombin inh,5,-2,-9
Cl transport mod,-0.28,0.011,-0.9
TbHK1 inh,-8,4,-2
EBV gp42 block,-13,-2,-17

# (further entries)
25: C=CCOc1c(/C=N\NC(N)=O)cccc1OC
26: CCCOC(=O)c1cccc(NC(=O)c2cccnc2)c1
27: CC(C)N(Cc1nc(-c2ccccc2)no1)C(=O)C(C)(C)C
28: O=S(=O)(NC1=NCCCCC1)c1ccc(Cl)cc1
29: O=C(CN1CCC(C(=O)c2ccc(F)cc2)CC1)Nc1ccccc1
30: CCC(C)(C)NC(=S)Nc1ccc(-c2nc3ccc(C)cc3s2)cc1

entry no.,25,26,27,28,29,30
zfTRPN1 agonist,1.6,0.9,-1.0,1.2,4.5,1.4
m-calpain inh,-12,2,7,8,-3,-48
PPC-1+TRAIL kill,-5,20,9,13,2,33
Furin inhibitor,-20,-19,-26[20 µM],-19,-19,-5
TRPML3 agonist,-0.6,-0.9,0.0,-0.6,2.6,0.9
Thrombin inh,1,2,-5,-2,-8,-13
Cl transport mod,0.5,.,-0.6,0.032,-1.1,0.12
TbHK1 inh,-6,-2,7,-2,1,-28
EBV gp42 block,-2,-10,-10,-14,-4,-44

31: COc1ccc(NC(=O)CC2C(=O)N(Cc3ccco3)C(=S)N2C(C)C)cc1 (stereo not drawn)
32: CCN(CC(=O)NCc1ccc(F)cc1)C(=O)C1CCN(C(=O)Nc2ccccc2)CC1
33: COc1ccccc1CCn1c(N)c(C#N)c2nc3ccccc3nc21
34: Cc1cc(NC(=O)CSc2ccc3c(c2)OCCO3)no1
35: Cc1cccc(NC(=O)/C(=C\c2cccs2)NC(=O)c2ccccc2)c1
36: CC12CC3(C)CC(C)(C1)CC(C(N)=O)(C2)C3

entry no.,31,32,33,34,35,36
zfTRPN1 agonist,4.0,1.8,0.8,-0.6,1.0,1.2
m-calpain inh,-18,0,i,-29,-27,2
PPC-1+TRAIL kill,23,7[5 µM],0,8,16,-7
Furin inhibitor,-24,-17,-23[20 µM],5,-16[20 µM],-17
TRPML3 agonist,1.6,0.8,-1.1,-0.3,0.1,1.0
Thrombin inh,-8,-6,12,-5,1,-9
Cl transport mod,0.028,-1.1,0.37,-0.02,.,-1.5
TbHK1 inh,-5,1,-15,43,-10,-7
EBV gp42 block,-1,-9,-1,-5,-7,3

37: COc1cc2c(cc1OC)C(Cc1ccc(O)cc1)NCC2 (stereo not drawn)
38: O=C1c2ccccc2C(=O)N1CSc1nnc(Nc2ccccc2F)s1
39: Cc1ccccc1-n1c(-c2csc(C)c2C)n[nH]c1=S
40: CCC[N+](CC#CCO)(CC#Cc1ccccc1)CCC
41: O=C(CCCC(=O)OCC(F)(F)C(F)F)Nc1ccc(NC(=O)CCCC(=O)OCC(F)(F)C(F)F)cc1
42: CC(=O)Nc1cc(O)cc(O)c1

entry no.,37,38,39,40,41,42
zfTRPN1 agonist,2.0,-0.1,-1.5,0.4,-0.7,1.3
m-calpain inh,-16,13,22,0,-9,-7
PPC-1+TRAIL kill,-13,6,0,24,11,-6
Furin inhibitor,-18,-21,-11,-27,-21[20 µM],-12
TRPML3 agonist,1.1,0.1,-0.3,0.6,0.7,0.2
Thrombin inh,0,-1,-5,-4,4,-3
Cl transport mod,0.3,-1.5,2.4,0.26,.,0.069
TbHK1 inh,3,0,-3,-9,-7,0
EBV gp42 block,-18,-12,3,-4,-15,-5

43: O=C(O/N=C/c1cccc([N+](=O)[O-])c1)C1CC1
44: O=C(O)CN(Cc1ccco1)S(=O)(=O)c1ccc(F)cc1
45: COc1ccc(CNC2CCCC2)c(OC)c1OC
46: O=C(Oc1cccc(NC(=O)c2ccco2)c1)c1ccc(Br)c(S(=O)(=O)N2CCCCC2)c1
47: CC1=CC(=O)C=CC1(C)C(Cl)(Cl)Cl (stereo not drawn)
48: COc1cccc(NC(=O)c2cc3c(=O)n4ccccc4nc3n(CC(C)C)c2=N)c1

entry no.,43,44,45,46,47,48
zfTRPN1 agonist,-0.1,0.2,-0.6,-0.8,-0.7,1.5
m-calpain inh,14,-24,-5,-1,8,-23
PPC-1+TRAIL kill,11,.,35,19,-10,16
Furin inhibitor,-33[20 µM],-34,-7[20 µM],-16[20 µM],-21[20 µM],-18
TRPML3 agonist,0.8,0.8,1.2,0.2,1.2,0.7
Thrombin inh,1,-3,-9,-2,2,3
Cl transport mod,.,0.79,0.0098,.,1,0.15
TbHK1 inh,-1,2,-6,-14,1,-6
EBV gp42 block,-9,-15,-3,-2,-14,6

49: C(=N\C(/N=C/c1ccco1)c1ccco1)/c1ccco1
50: CCNC(=O)COC(=O)C1C(C(=O)OCC)=C(C)NC(C)=C1C(=O)OCC
51: CC(=O)N1CC23C=CC(CC2CC12CCCCCC2)O3 (stereo not drawn)
52: CCS(=O)(=O)N1CCC(C(=O)NCc2cccc(OC)c2)CC1
53: CC[C@H](C)[C@H](NC(N)=O)C(=O)NCCc1ccc(OC)c(OC)c1
54: CCCNCc1cc(Br)ccc1OCC(=O)NCCc1ccccc1
55: CC(NC(=O)c1cncc(Br)c1)c1ccc(S(N)(=O)=O)cc1 (stereo not drawn)
56: O=C(CNC(=O)C1CCCCC1)Nc1cc(Cl)ccc1Cl
57: COc1ccc(CNS(=O)(=O)c2ccc(OC)cc2)cc1

entry no.,49,50,51,52,53,54,55,56,57
zfTRPN1 agonist,0.6,-0.3,-1.7,1.0,0.2,0.5,2.2,-0.5,-0.9
m-calpain inh,-127,-141,16,9,5,19,-21,7,-12
PPC-1+TRAIL kill,12,2,-4,1,14,21,23,20,26
Furin inhibitor,-15,-5[20 µM],-25,-29,-23,-10,-16,-21,17[20 µM]
TRPML3 agonist,0.7,0.1,-0.7,0.9,0.7,-0.4,0.1,0.6,-0.2
Thrombin inh,-6,3,-2,1,-4,-1,4,-1,2
Cl transport mod,0.53,0.85,-0.089,.,-1.1,-0.72,0.93,-0.066,.
TbHK1 inh,-5,-12,-10,2,3,20,20,0,-3
EBV gp42 block,0,0,-4,-19,-18,-5,-25,-16,-5
